# Screening results deposited in PubChem by several laboratories.
# TNAP activation fold: human TNAP enzyme activators, primary screen, biochemical, luminescent, no phosphate acceptor, uHTS (AID 1001); actives 0.03% (n = 200,000); one-dose activation fold at 20 µM; EC50 in µM for titrated hits; purified TNAP, luminescent activation assay, no phosphate acceptor; higher activation fold means a stronger effect; in the data active means activation fold from about 3, or a potency from the dose series; inactive means the rest, 99 in 100 with activation fold below about 1.6; further: many of its hits are not listed in these tables
# Lipid droplet: hepatic lipid droplet formation modulation; AML12 mouse hepatocytes, oleate lipid droplets, BODIPY imaging; inhibition, % at 6.5 µM; actives 0.4% (n = 240,000);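 active means lipid droplet intensity inhibited by at least 50%, with more than 500 cells counted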
#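 Technique: fluorescence imaging, 20x objective, two fields per well / Assay system: AML12 hepatocytes (mouse) / Measure: % inhibition of lipid droplet signal / Doses: 6.5 µM single-point dosing / Incubation: overnight exposure / Reagent: 100 µM oleic acid challenge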
# T cell HTS: T cell immune modulators affecting CD8 T cell-vesicle binding; calls only at 7 µM; actives 0.068% (n = 330,000); 2C CD8+ T cell-vesicle binding, flow cytometry; hits give low values; AID 2052;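 active means response, share of CD8 T cells binding vesicles, and their 90th percentile fluorescence all below set limits, cut at about 80% in these data, passing the limit was not always enough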
#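 material = purified 2C TCR transgenic mouse naive CD8+ T cells | controls = Unloaded micro-vesicles (low), QL9 vesicles with 0.7% DMSO (high) | detection = cytometric PE anti-B7-1 and Alexa647 anti-CD8 signals after 1% paraformaldehyde fixation | incubation = binding step 1.5 h, 37 °C, antibody labelling 20 min, ice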
# b-catenin transl: beta-catenin nuclear translocation modulation; actives 0.3% (n = 190,000); nuclear translocation activity, % at 5 µM; HeLa beta-catenin nuclear translocation, immunofluorescence imaging;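 active means nuclear translocation activity above 50% at 5 µM, with a well cell count of 50 or more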;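 further: per-cell ratio of nuclear to cytoplasmic median beta-catenin stain intensity; plate controls were DMSO negative control for no effect and GSK-3 inhibitor IX positive control for full effect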
#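 Test system: human HeLa cell line; Doses: 5 µM primary, 0.02–20 µM confirmation; Incubation: 24 h compound exposure, 37°C; Detection: beta-catenin immunofluorescence imaging with DAPI; Read-out: beta-catenin nuclear/cytoplasmic ratio, % activation.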
# Insulin prom up: MIN6 insulin promoter up-regulation. MIN6 insulin promoter-GFP reporter, high-content imaging; hits give high values. z-score at 5 µM. actives 0.3% (n = 190,000). AID 1625;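 active means z-score above 3 at 5 µM with at least 500 cells counted in the well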
# PMI inhibitors: inhibitors of human PMI, primary screen, biochemical, fluorescence intensity, coupled assay (AID 1209) | purified PMI enzyme, coupled fluorescence intensity; higher % means a stronger effect | one-dose inhibition, % at 20 µM; IC50 in µM for titrated hits | actives 0.42% (n = 190,000); in the data active means inhibition above about 50%;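 further: plate controls were DMSO vehicle for no effect and wells lacking substrate for full effect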
# Myeloid diff 2: myeloid differentiation induction; ER-HoxA9 myeloid progenitors, lysozyme-GFP differentiation, flow cytometry; calls only at 10 µM; actives 1% (n = 360,000); AID 624256;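 active means normalized GFP-positive differentiation at or above the plate's own cutoff, the solvent-only control mean plus 3 SD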;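 further: cells exposed to compound for four days before flow analysis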
# Dynein transport: dynein cargo transport inhibition | z-score, hits read low | AID 1381 | 3617.4 mouse cells, GR-EGFP nuclear translocation imaging; test concentration mostly 20 µM; stimulated with dexamethasone, 1 µM; hits give low values | actives 0.47% (n = 220,000);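 active means plate z-score of nuclear minus cytoplasmic receptor signal below a set negative limit, without overly bright fluorescence or cell loss, cut at about -3.5 in these data, passing the limit was not always enough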;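 further: z-score of nuclear minus cytoplasmic ring GR-EGFP intensity difference per well; some compounds called inactive have numbers as strong as hits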
#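 Also added: dexamethasone, 1.0 µM final. Medium: tet-free, stripped-serum medium. Detection: fixed, Hoechst-stained cells imaged at 10x for EGFP. Read-out: nuclear-to-cytoplasmic GR-EGFP distribution per well. Times: induction 48 h, compound 1 h, agonist 30 min.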
# MT stabilizer: stabilizes microtubules in HeLa cells. HeLa tubulin immunostaining HCS, 24 h; share of cells brighter than vehicle mean+2SD. % tubulin-high responders, % at 10 µM. actives 0.83% (n = 200,000). AID 2205;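 active means plate Z-score above 3 for both tubulin-high and condensed-nucleus cell shares, with cell loss under 80%, at 10 µM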;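 further: anti alpha tubulin signal scored within the nucleus-defined area of each cell; some results filed as inactive read as strong as hits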
# Dynein transport cytoplasmic EGFP: second read-out of Dynein transport, no call of its own (marks repeat the call); z-score; measured here: cytoplasmic GR-EGFP intensity; hits give high values
# Dynein transport nuclear GR-EGFP: second read-out of Dynein transport, no call of its own (marks repeat the call); z-score; measured here: nuclear GR-EGFP intensity;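 lower value marks the stronger effect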
# Dynein transport cell count: second read-out of Dynein transport, no call of its own (marks repeat the call); z-score; measured here: cell count per field
# Insulin prom up cell count: also measured in Insulin prom up; calls as there; cell count; measured here: cytotoxicity, nuclei count;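 total cells summed across four imaged fields per well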
# Lipid droplet cells 6.5 µM: also measured in Lipid droplet; calls as there; cell count; measured here: cell count, cytotoxicity flag;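 cells counted across two imaged fields per well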
# b-catenin transl cell count 5 µM: recorded beside b-catenin transl, whose call it bears; cell count; measured here: cell count, cytotoxicity flag
# T cell HTS vesicle-bound %: recorded beside T cell HTS, whose call it bears; double positive events, %; measured here: CD8+ vesicle-bound cell fraction;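 binding gate set so that unloaded-vesicle control wells show 10% double positive cells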
# MT stabilizer Hoechst-high %: second read-out of MT stabilizer, no call of its own (marks repeat the call); % Hoechst-high responders; measured here: nuclear condensation Hoechst responders;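 share of cells brighter than vehicle mean plus two SD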
# MT stabilizer cytotoxicity %: second read-out of MT stabilizer, no call of its own (marks repeat the call); toxicity, %; measured here: cytotoxicity by cell density;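 0% = mean cell density of plate MIN control wells and 100% = no cells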
# Myeloid diff 2 GFP+ MAC1+ %: also measured in Myeloid diff 2; calls as there; GFP+ MAC1+ double positive, %; measured here: differentiation confirmed by MAC1 staining
# * marks the source's active call; other numbers are inactive results; i = inactive; nt = no result given; + = active, no number.
SMILES,TNAP activation fold,Lipid droplet,Lipid droplet cells 6.5 µM,T cell HTS,T cell HTS vesicle-bound %,b-catenin transl,b-catenin transl cell count 5 µM,Insulin prom up,Insulin prom up cell count,PMI inhibitors,Myeloid diff 2,Myeloid diff 2 GFP+ MAC1+ %,Dynein transport,Dynein transport cytoplasmic EGFP,Dynein transport nuclear GR-EGFP,Dynein transport cell count,MT stabilizer,MT stabilizer Hoechst-high %,MT stabilizer cytotoxicity %
O=C(NC(NCCCN1CCOCC1)(C(F)(F)F)C(F)(F)F)C1CCCCC1,1.1,nt,nt,i,3.2,-6.4,1006,-1.06,1248,1.5%,i,0.7,0.441,-0.314,0.384,-0.271,3.2,3.5,4.0
Nc1ccc(-c2nc3ccc(N)cc3o2)cc1,1.1,nt,nt,i,44.7,nt,nt,-0.67,907,-1.0%,i,2.8,-0.0128,-0.299,0.208,0.844,2.1,4.5,8.2
COc1ccc(COc2ccccc2C(=O)Nc2ccccn2)cc1[N+](=O)[O-],1.1,8.1,608,i,16.5,2.4,469,0.37,1125,-8.3%,i,0.5,-0.27,-0.336,-0.604,0.403,2.2,1.9,4.9
CC1(CC(=O)N/N=C/c2cc3c(cc2Br)OCO3)OCCO1,1.1,0.3,731,i,49.9,0.0,1084,-0.68,1213,-6.8%,i,0.1,-0.799,-0.172,-0.37,-0.0592,2.1,2.8,7.8
COc1cc(C(=O)NCCN2CCCC2)cc(OC)c1OC,1,-0.4,741,i,59.8,-2.6,1164,0.71,1217,-17.4%,i,0.6,-0.0633,-0.212,-0.0854,-1.08,2.8,1.8,4.3
O=C1CC(Sc2ncccn2)C(=O)N1c1ccccc1 (stereo not drawn),1.2,19.5,846,i,36.7,nt,nt,0.3,943,-11.3%,i,1.3,-1.12,0.0302,-0.375,0.607,2.6,1.5,8.5
COc1cc(C(=O)Nc2ccc3c(c2)C(=O)N(CCC(=O)O)C3=O)cc(OC)c1OC,1.1,-14.9,745,i,1.8,-9.3,1142,nt,nt,-4.6%,i,1.5,-0.79,-0.262,-0.575,0.76,4.2,2.6,6.4
Cc1ccccc1C(=O)c1c[nH]c(C(=O)NCCc2ccccn2)c1,0.9,-2.8,707,i,63.1,-0.4,1070,0.09,1196,-14.8%,i,1.0,-0.789,-0.232,0.0561,0.218,5.0,2.4,6.8
CCOC(=O)C1(Cc2ccccc2)CCN(Cc2cnn(C(C)C)c2)CC1,1.1,-0.3,723,i,43.5,-2.0,1206,0.55,1355,10.4%,i,1.1,-1.28,-0.307,-0.697,0.774,3.0,2.0,4.8
Cc1cc(C)n2ncc(C(=O)NCc3cccnc3)c2n1,1,-3.9,618,i,29.8,-1.7,1228,-1.01,938,-7.5%,+,6.1*,1.59,-0.252,1.26,-0.462,7.0,2.2,12.4
COc1ccc(C(=O)C2CCCN(C(=O)C3=CCCC3)C2)c(C)c1 (stereo not drawn),1,-5.1,650,i,40.5,0.6,1527,-0.33,1426,3.3%,i,0.3,0.517,-0.0995,0.423,-1.43,1.5,1.5,3.2
CC(=O)c1ccc(NC(=S)N(C)C2CCN(C)CC2)cc1,1.1,-13.3,684,i,56.2,nt,nt,-0.01,1358,-6.2%,i,0.5,1.48,-0.12,0.855,-1.49,2.8,2.9,5.3
COC(=O)c1ccc(N2C(=O)CC(N3CCOCC3)C2=O)cc1 (stereo not drawn),1.1,nt,nt,i,28.2,-7.1,1067,0.64,1203,3.0%,i,0.4,-0.724,-0.0734,-0.17,-0.0506,6.7,2.6,2.6
Cc1ccnc(NC(=O)c2ccc(Cl)cc2Cl)n1,1,0.6,678,i,37.3,9.2,547,1.04,1511,8.0%,nt,nt,0.378,-0.258,0.223,0.252,3.4,2.1,11.4
Cc1ccc(/C=N/NC(=O)c2c[nH]c3ccccc23)s1,1.1,nt,nt,i,21.5,2.3,1362,-0.11,1397,-16.4%,i,0.6,0.0905,-0.185,0.518,0.827,3.3,2.1,7.6
Cc1ccc(CNCC(=O)Nc2ccc(C)cc2Br)cc1,1.1,0.2,682,i,50.6,0.0,1096,-1.27,1308,-8.3%,i,0.2,0.557,-0.109,0.811,-1.15,6.6,0.7,23.7
Cc1nn(C)cc1/C=N/NC(=O)c1ccco1,nt,32.7,688,i,47.0,1.0,1264,0.88,1087,nt,i,0.5,1.29,-0.26,0.463,-0.481,nt,nt,nt
COC(=O)c1ccsc1-n1cc(C#N)c(=O)n(C)c1=O,1.1,31.0,693,i,9.6,-0.7,1057,0.27,1300,-12.4%,i,0.6,-1.17,-0.227,-0.645,1.18,1.6,1.1,1.2
COc1ccc(-c2coc3cc(O)cc(O)c3c2=O)cc1OC,nt,-2.7,690,i,22.1,-1.1,1338,-0.35,937,nt,i,0.3,1.19,-0.178,1.04,-0.0146,nt,nt,nt
NC(=O)c1ccc(N=C2C(=O)Nc3ccc([N+](=O)[O-])cc32)cc1,1,-0.7,635,i,31.9,-0.3,1465,0.14,1379,52.5%*,i,0.1,0.941,-0.348,0.29,-0.712,4.5,1.6,12.3
Cc1ccn2c(NC(=O)C(C)(C)Oc3ccc(Cl)cc3)c(-c3cccs3)nc2c1,1.3,41.8,705,i,39.5,-1.5,903,-0.27,1198,24.7%,i,0.6,-0.578,-0.176,-0.534,0.134,5.2,1.7,7.6
Cc1nc([N+](=O)[O-])c(C(=O)OCc2cccc(Br)c2)n1C,1,-1.1,675,i,43.2,nt,nt,-0.24,1259,1.3%,i,0.4,0.478,-0.165,0.41,0.0073,2.5,2.3,4.6
Cc1cc(NC(=O)CSc2nc3ccsc3c(=O)n2CCCCC(=O)O)no1,1,nt,nt,i,9.5,nt,nt,nt,nt,-9.9%,i,1.2,0.362,0.374,0.574,0.0537,4.0,0.7,13.1
CCN(C(=O)COc1cc(=O)n(C)c2ccccc12)c1cccc(Cl)c1,1.1,nt,nt,i,47.5,nt,nt,nt,nt,-5.6%,i,0.7,-0.271,-0.22,0.0426,-0.0716,1.6,0.8,5.4
Cc1nc(SCc2ccccc2F)c2oc3ccccc3c2n1,nt,-22.7,621,i,37.5,-0.3,1372,1.13,1166,nt,i,0.5,0.0454,-0.214,-0.0772,0.147,nt,nt,nt
Cn1c(C(=O)NCCN2CCc3ccccc3C2)cc2c(=O)[nH]c3ccccc3c21,1.1,nt,nt,i,24.7,0.1,901,-1.01,618,1.6%,i,0.5,-0.386,-0.185,0.00669,-0.0235,4.6,1.9,6.0
CCn1c(=O)cc(C(=O)OC)sc1=Nc1ccc(F)c(F)c1,1.1,nt,nt,i,16.1,nt,nt,0.24,1018,9.2%,i,1.4,-3.89*,0.473*,-2.25*,0.426*,8.6,1.8,2.5
CC1(C)CN2C(=S)N(c3ccccc3)C(c3ccccc3)N2C1 (stereo not drawn),1,11.7,817,i,49.9,-0.9,1141,nt,nt,9.6%,i,0.8,-0.321,-0.118,0.0372,0.923,1.4,1.6,9.2
COCCCNc1nc2nonc2nc1N1CCN2CCCC2C1 (stereo not drawn),nt,-10.1,717,i,44.3,-1.4,1344,-0.03,1132,nt,i,0.4,0.109,-0.171,0.0817,0.0572,nt,nt,nt
Cc1ccc(SCC(=O)N(C)C2CCS(=O)(=O)C2)cc1 (stereo not drawn),1,0.8,723,i,62.6,0.8,1551,-0.4,1403,4.1%,i,0.1,-0.659,-0.34,-0.256,0.796,4.2,1.3,5.4
CCOC(=O)C1(Cc2ccc(Cl)cc2)CCN(C(=O)c2sc(C)nc2C)CC1,1.1,-10.4,686,i,46.4,0.7,1001,nt,nt,1.4%,i,0.6,-0.185,-0.0791,-0.173,-0.583,3.1,2.5,9.2
CCCc1cc(=O)[nH]c(Nc2ccc3c(c2)OCCO3)n1,1.1,2.9,677,i,59.9,2.2,860,0.3,1493,8.4%,i,0.1,-0.621,-0.265,-0.213,0.384,4.4,2.0,2.9
O=C(CS(=O)(=O)Cc1ccccc1)N1CCN(Cc2ccc3c(c2)OCO3)CC1,0.9,-12.1,805,i,6.5,1.1,991,-1.03,1240,10.2%,i,0.9,3.59,-0.0967,1.53,-1.71,2.8,1.0,4.3

# By substructure, those above with two or more sulfur atoms.
SMILES,TNAP activation fold,Lipid droplet,Lipid droplet cells 6.5 µM,T cell HTS,T cell HTS vesicle-bound %,b-catenin transl,b-catenin transl cell count 5 µM,Insulin prom up,Insulin prom up cell count,PMI inhibitors,Myeloid diff 2,Myeloid diff 2 GFP+ MAC1+ %,Dynein transport,Dynein transport cytoplasmic EGFP,Dynein transport nuclear GR-EGFP,Dynein transport cell count,MT stabilizer,MT stabilizer Hoechst-high %,MT stabilizer cytotoxicity %
Cc1cc(NC(=O)CSc2nc3ccsc3c(=O)n2CCCCC(=O)O)no1,1,nt,nt,i,9.5,nt,nt,nt,nt,-9.9%,i,1.2,0.362,0.374,0.574,0.0537,4.0,0.7,13.1
Cc1ccc(SCC(=O)N(C)C2CCS(=O)(=O)C2)cc1 (stereo not drawn),1,0.8,723,i,62.6,0.8,1551,-0.4,1403,4.1%,i,0.1,-0.659,-0.34,-0.256,0.796,4.2,1.3,5.4
